Pol beta inh: blocks human DNA polymerase beta activity; Potency, µM (top dose mostly 114 µM), inactives show at the top dose activity change, negative = inhibition, hits mostly inhibitors; P06746; 340,000 tested, 1.3% active; Pol beta primer extension/strand displacement, fluorescence kinetic; also: potency is read from the fitted curve at half-maximal effect; % is scaled to controls: 0 for no effect and ±100 for the full control effect
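Preincubation: enzyme (10 nM) with compound, 15 min, RT. Reaction: substrate added to 50 nM final. Reads: 0 and 10 min. Analysis: normalized, Hill fit.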
Anesthetic bind: binds horse apoferritin like a general anesthetic | P02791 | apoferritin/1-aminoanthracene competitive binding, fluorescence | Potency, µM (highest dose often 77.5 µM), without a hit: at the highest dose activity change, negative = displacement, usual class: inhibitors | 350,000 tested, 0.074% active | AID 485281; also: potency is read from the fitted curve at half-maximal effect; % is scaled to controls: 0 for no effect and ±100 for the full control effect; nearly all actives have a fitted effect of over 20% in size
Target sequence (P02791 2-175 limits assumed): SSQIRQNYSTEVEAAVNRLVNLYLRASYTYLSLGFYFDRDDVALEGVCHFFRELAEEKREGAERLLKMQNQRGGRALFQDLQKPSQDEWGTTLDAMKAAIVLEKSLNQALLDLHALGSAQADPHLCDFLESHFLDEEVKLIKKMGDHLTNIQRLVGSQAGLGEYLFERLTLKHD
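In PBS, apoferritin at 10 uM is loaded with 1-AMA from a 50% saturated solution. After 10 min of compound exposure at ambient temperature, reduced 535 nm fluorescence indicates probe displacement.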
Pol iota inh: blocks human DNA polymerase iota activity; Q9UNA4; AID 588590; 390,000 tested, 1% active; Pol iota fluorescent replication assay, 10 min; Potency, µM (titrated, usually from 115 µM), for inactives: at the top dose activity, negative = inhibition, hits mostly inhibitors; also: potency is read from the fitted curve at half-maximal effect
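Fluorescent replication assay read twice, at 0 min and 10 min after adding 50 nM (final) substrate. Enzyme (10 nM) and compounds were first incubated 15 min at room temperature; enzyme-free buffer wells were negative controls.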
RXFP1 antagonist: antagonists of human relaxin receptor RXFP1; HEK293-RXFP1, relaxin-stimulated cAMP HTRF, 30 min; active compounds read low; activity change, negative = inhibition, % at 57.5 µM; 350,000 tested, 0.59% active; AID 1259400;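 active = activity change of -60% or lower, but not beyond a set lower limit; inconclusive = change between -60% and -40%, or beyond the set limit; inactive = change above -40%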; also: % is scaled to controls: 0 for no effect and ±100 for the full control effect
PGK inhibitor: inhibitors of T. brucei phosphoglycerate kinase; P07378; Potency, µM (titrated, usually from 57.5 µM), without a hit: at the top dose activity change, negative = inhibition, actives largely listed as inhibitors; AID 602233; 380,000 tested, 0.043% active; PGK/GAPDH coupled, Kinase-Glo luminescence, 60 min; also: potency is read from the fitted curve at half-maximal effect; % is scaled to controls: 0 for no effect and ±100 for the full control effect; nearly all actives have a fitted effect of over 60% in size
Target sequence (P07378 whole entry, looked up): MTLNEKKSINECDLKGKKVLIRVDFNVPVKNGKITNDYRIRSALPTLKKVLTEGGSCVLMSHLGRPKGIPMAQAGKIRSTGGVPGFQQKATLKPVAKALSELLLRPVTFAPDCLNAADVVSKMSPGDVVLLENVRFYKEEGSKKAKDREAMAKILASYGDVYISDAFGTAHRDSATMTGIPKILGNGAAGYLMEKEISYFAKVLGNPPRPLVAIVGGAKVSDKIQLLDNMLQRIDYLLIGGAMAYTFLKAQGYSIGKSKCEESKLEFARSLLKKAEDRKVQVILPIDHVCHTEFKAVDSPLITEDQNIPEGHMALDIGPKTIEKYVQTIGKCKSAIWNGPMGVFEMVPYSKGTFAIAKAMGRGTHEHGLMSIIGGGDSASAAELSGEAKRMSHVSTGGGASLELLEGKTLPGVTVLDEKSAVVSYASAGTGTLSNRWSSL
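Recombinant glycosomal PGK reaction used 1,3-bisphosphoglycerate generated in-well by GAPDH (100nM final) in 100mM TEA pH 7.6, 5mM MgCl2, 0.01% Tween-20. After 60 minutes at room temperature, ATP was read by Kinase-Glo Plus luminescence end-point.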
Pol eta inh: DNA polymerase eta (human) inhibition; Q9Y253; recombinant Pol eta, fluorescent DNA replication assay; Potency, µM (titrated, usually from 114 µM), for the others: top-dose activity change, negative = inhibition, hits mostly inhibitors; 390,000 tested, 1.2% active; also: potency is read from the fitted curve at half-maximal effect; % is scaled to controls: 0 for no effect and ±100 for the full control effect
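Pol eta (10 nM) was preincubated with compounds for 15 min at room temperature, after which fluorescent replication substrate (50 nM final) was added to start the reaction. Fluorescence was read kinetically at 0 and 10 min.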
BLM helicase inh: Bloom syndrome helicase (human) inhibition; P54132; recombinant BLM DNA unwinding, fluorescence dequenching; Potency, µM (highest dose often 56.1 µM), without a hit: at the highest dose activity change, negative = inhibition, usual class: inhibitors; AID 2528; 350,000 tested, 0.2% active;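 also: potency is read from the fitted curve at half-maximal effect; plate controls were vehicle for no effect and no enzyme for full effect; nearly all actives have a fitted effect of over 35% in size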
Pol kappa inh: blocks human DNA polymerase kappa activity. Q9UBT6. purified Pol kappa, fluorescent DNA synthesis assay, 10 min. Potency, µM (series often up to 107 µM), for inactives: at the top dose activity, negative = inhibition, most hits filed as inhibitors. 400,000 tested, 0.53% active; also: potency is read from the fitted curve at half-maximal effect; % is scaled to controls: 0 for no effect and ±100 for the full control effect
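Fluorescent qHTS in 1536-well format: enzyme (10 nM) and compound sat 15 min at room temperature before 50 nM substrate (final) was added. Signal taken at 0 and 10 min; no-enzyme buffer wells were negative controls.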
APEX1 inh: blocks human APE1 abasic DNA cleavage. P27695. recombinant APE1, TAMRA/BHQ-2 abasic DNA cleavage fluorescence. Potency, µM (top dose mostly 65.8 µM), inactives show top-dose activity change, negative = inhibition, hits mostly inhibitors. 350,000 tested, 0.35% active;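 also: potency is read from the fitted curve at half-maximal effect; plate controls were vehicle for no effect and reference inhibitor for full effect; nearly all actives have a fitted effect of over 55% in size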
Target sequence (P27695 whole entry, looked up): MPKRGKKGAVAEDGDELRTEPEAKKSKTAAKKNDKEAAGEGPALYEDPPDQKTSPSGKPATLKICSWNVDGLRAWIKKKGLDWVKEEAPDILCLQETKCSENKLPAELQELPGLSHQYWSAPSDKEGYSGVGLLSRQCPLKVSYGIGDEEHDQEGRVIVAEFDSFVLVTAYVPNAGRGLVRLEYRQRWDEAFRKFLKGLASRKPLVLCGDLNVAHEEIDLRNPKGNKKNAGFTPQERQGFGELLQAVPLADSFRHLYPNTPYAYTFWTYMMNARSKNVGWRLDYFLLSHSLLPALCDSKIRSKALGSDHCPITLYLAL
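Step 1: APE1 (0.75 nM) with compound, 15 min RT. Step 2: add 50 nM fluorophore/quencher THF duplex. Step 3: three fluorescence reads 60 s apart (525/598 nm); read 3 minus read 1 = reaction progress.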
Starred values were filed as active, the others as inactive; i = inactive; ? = inconclusive; · = no result given; [ ] = remark or other dose. Unless noted, calls follow the shape of the dose curve; as a rule, active = well fitted curve in the direction sought with a large enough effect; inconclusive = small, poorly fitted or top-dose-only effect, or another doubt; inactive = no such curve, though single readings can be large; an effect the other way counts as inactive or inconclusive. Only part of the results is shown; count on the stated rates, not on these rows.

Screens in order: Pol beta inh, Anesthetic bind, Pol iota inh, RXFP1 antagonist, PGK inhibitor, Pol eta inh, BLM helicase inh, Pol kappa inh, APEX1 inh
1) COC(=O)N/N=C/c1cn(Cc2ccccc2Cl)c2ccccc12
 : 4%, -12%, 17%, 4, -5%, -6%, -6%, -4%, -3%
2) CCOC(=O)c1nn(-c2ccc(F)cc2)c(=O)cc1OCC(=O)Nc1cccc(C)c1
 : ·, ·, 5%, -3, 0%, 10%, ·, -16%, 19%
3) CC(=O)Nc1cccc(NC(=O)c2ccco2)c1
 : -2%, 2%, 39%[activator], -11, -2%, -5%, -2%, 0%, 12%
4) Cc1ccc(-n2nc(C)c(C(=O)Nc3cccc(C(=O)NC4CC4)c3)n2)c(C)c1
 : ·, ·, 1%, -15, -2%, -5%, ·, -12%, -21%
5) CCOc1ccc(S(=O)(=O)N2CCN=C2Cc2ccccc2)cc1C
 : 3%, -15%, 16%, -11, -3%, -9%, -4%, 6%, -4%
6) Clc1ccccc1Cc1noc(CN2CCCCC2CCc2ccccn2)n1 (stereo not given)
 : -11%, -12%, 57%[activator], 2, -8%, -10%, -2%, 3%, 4%
7) COc1ccc2cc(S(=O)(=O)N3CCOCC3)ccc2c1
 : 0%, -6%, -11%, -1, -2%, -13%, 1%, 6%, -1%
8) C=CCNC(=S)N(Cc1ccccc1)Cc1ccccc1
 : 9%, -13%, 12%, -3, -1%, -28%, -9%, 5%, -2%
9) Cc1ccccc1Nc1nc(N)nc(-c2oc3ccccc3c2C)n1
 : 28%, -10%, -17%, -37, i, -19%, -8%, -3%, 5%
10) C=C(C)[C@@H]1CC=C(CO)CC1
 : ·, ·, 20%, ·, 0%, -16%, ·, 5%, ·
11) CN1CCC(=O)N([C@H](CSc2ccc(Br)cc2)c2ccccc2)CC1
 : -9%, -10%, -15%, ·, -5%, -6%, -2%, 0%, 0%
12) CC(Sc1nnc(N)s1)C(=O)NNC(=O)c1cccc(Cl)c1 (stereo not given)
 : ·, ·, 68%[activator], 1, -8%, -18%, ·, -6%, 38%
13) O=C(CC1C(=O)NCCN1Cc1cccc(F)c1)NC1CCC1 (stereo not given)
 : 33%, -9%, 0%, 10, 4%, 8%, 0%, -9%, 22%
14) CN(C)S(=O)(=O)c1ccc(NC(=O)/C=C/c2ccccc2Cl)cc1
 : 34%, ?, 5%, -7, -2%, -19%, -4%, 0%, 5%
15) O=C(c1cc2ccccc2o1)N1CCN(S(=O)(=O)c2c(F)cccc2F)CC1
 : ·, ·, ?, 7, -6%, -18%, ·, -22%, 7%
16) CC(=O)C1=C(C)Nc2ncnn2C1c1ccccc1Cl (stereo not given)
 : -24%, -10%, 15%, -12, -9%, 3%, 1%, -4%, -6%
17) N#Cc1ccccc1OCC(=O)Nc1cc(S(=O)(=O)N2CCCCC2)ccc1N1CCOCC1
 : ·, ·, 16%, 5, 3%, -14%, ·, -6%, ·
18) Cc1ccc(N2C(=O)CC(Sc3ccccc3C(=O)O)C2=O)c([N+](=O)[O-])c1 (stereo not given)
 : 23%, -15%, 12%, -2, 0%, -19%, -2%, -22%, 5%
19) O=C(Nc1cccnc1)c1ccc(N2CCCC2)c([N+](=O)[O-])c1
 : 2%, -16%, 29%, -12, -6%, -1%, -4%, -1%, -1%
20) COc1cc2c(C(=O)NCc3ccccn3)cn(CC(C)C)c(=O)c2cc1OC
 : 4%, -9%, 28%, ·, -10%, -10%, -14%, -22%, -2%
21) COc1cc(/C=C2\SC(=S)N(NS(=O)(=O)c3ccccc3)C2=O)cc(OC)c1OC
 : 30%, 2%, -4%, -15, -3%, 1%, -6%, -16%, -15%
22) CCN(CC(=O)NCc1cccs1)C(=O)CCc1c[nH]c2ccccc12
 : 24%, -3%, 79%[activator], -7, 3%, -23%, 0%, -24%, -2%
23) Cc1oc(-c2ccccc2Cl)nc1CN(C)C(C)c1ccon1 (stereo not given)
 : -10%, -13%, 16%, -3, -8%, -12%, -6%, -6%, -3%
24) Cc1cc(OCC(=O)N(C)C)c2c(-c3ccccc3)cc(=O)oc2c1
 : 1%, -3%, 19%, ·, 3%, -4%, 2%, 1%, 5%
25) Cn1c(COc2ccc(C(=O)O)cc2)nc2ccccc21
 : 8%, 4%, -5%, -8, ·, -6%, -1%, 4%, 5%
26) CCOc1ccc(S(=O)(=O)NCc2ccccn2)cc1NC(=O)c1ccccc1
 : ·, ·, 19%, -3, 1%, -5%, ·, 10%, -6%
27) O=C1c2ccccc2NC(c2ccc(O)cc2)N1/N=C/c1ccc(O)cc1 (stereo not given)
 : -1%, -13%, 14%, -3, 7%, -8%, -2%, -14%, -4%
28) CCc1ccc(Nc2ccc(C(N)=O)cc2[N+](=O)[O-])cc1
 : 3%, -23%, 2%, -1, ·, -13%, -5%, 3%, -6%
29) Nc1nnc(SCC(=O)OCC(=O)NC23CC4CC(CC(C4)C2)C3)s1
 : -1%, ?, 65%[activator], -16, 8%, -15%, 0%, 2%, -2%
30) CCCSc1nc(C)cc(=O)[nH]1
 : -3%, -12%, 16%, 5, 7%, -12%, -3%, 1%, 3%
31) O=C(CSc1ncn[nH]1)N1N=C2/C(=C/c3ccco3)CCCC2C1c1ccco1 (stereo not given)
 : 2%, -12%, 1%, 7, -1%, -24%, -3%, -8%, -6%
32) O=C(N/N=C/c1ccncc1)c1cccc(NC(=O)c2ccccc2Cl)c1
 : -1%, -12%, 7%, -5, -9%, -6%, 3%, -4%, 3%
33) C/C(=N\Nc1ccc(C)c(Cl)c1)c1ccncc1
 : 3%, ?, 10%, -14, -1%, -16%, -1%, -2%, 70%
34) COc1ccc(C(=O)NC(C)C2CC3CCC2C3)cc1 (stereo not given)
 : 5%, -24%, 38%[activator], -10, i, -26%, 7%, 1%, -5%
35) COc1ccc(Nc2nc(C)cc(-c3cc(-c4ccccc4)on3)n2)cc1
 : ·, ·, 31%[activator], ·, 10%, -22%, ·, 4%, ·
36) O=C(COC(=O)c1cc(S(=O)(=O)N2CCCCC2)ccc1N1CCOCC1)NC1CCS(=O)(=O)C1 (stereo not given)
 : 39%[activator], -7%, 67%[activator], -11, -9%, -23%, -1%, -1%, 0%
37) CCc1ccc(-c2nc(CCl)cs2)cc1
 : 2%[57.1 µM], -23%, 11%, 9, -10%, -8%, 1%, -1%, -1%
38) CC1CCCCN1CCCNC(=O)C1CCCN(c2ncnc3c2nc2n3CCCCC2)C1 (stereo not given)
 : 37%, -5%, 24%, 3, -2%, -11%, 4%, -4%, -2%
39) Cc1ccsc1C(=O)Nc1nccs1
 : 23%, -14%, 22%, 3, -13%, -6%, -5%, -12%, 33%
40) CCN(CC)S(=O)(=O)c1cccc(C(=O)OCc2cc(=O)n3nc(C)sc3n2)c1
 : 24%, -17%, 8%, 5, 0%, 4%, 1%, -5%, ?
41) CN(C(=O)CN1CCC(NC(=O)c2ccccc2Br)CC1)C1CCCCC1
 : -1%, 5%, -8%, 3, -4%, -9%, -1%, -6%, 27%[12.4 µM]
42) O=C(O)c1ccccc1Oc1ccc(Oc2ccccc2)cc1
 : 17%, -6%, 22%, 0, i, -13%, -3%, -10%, 19%
43) O=C(NC1CCCC1)c1ccc(CSc2nc3cccnc3n2Cc2ccc(F)cc2)cc1
 : 3%, -5%, 17%, -1, 0%, -4%, 2%, -16%, ·
44) COc1ccc(N2C(=O)NC(NS(=O)(=O)c3ccccc3)(C(F)(F)F)C2=O)cc1 (stereo not given)
 : 1%, -1%, 19%, -2, -5%, -9%, 0%, -7%, 38%
45) O=C(CN1C(=O)c2ccc([N+](=O)[O-])cc2C1=O)NCc1ccc(C(=O)O)cc1
 : -5%, -6%, 138%[activator], -2, -6%, -2%, -5%, 3%, 11%
46) COc1ccc(OC(=O)COc2cccc(C)c2)cc1
 : 3%, -14%, ?, 3, i, -14%, -4%, -4%, 20%
47) CCn1c(SCc2cccnc2)nnc1-c1c[nH]c2ccccc12
 : 19%, -14%, 24%, 4, -8%, -25%, 2%, 9%, -3%
48) CCOc1ccc(NC(=O)CSc2nnc(-c3ccccn3)n2N)cc1
 : 1%, -21%, 11%, -3, 9%, -7%, -1%, -3%, 1%
49) COc1ccc(CC(=O)NCc2nnc(SCC(=O)c3ccc(OC)cc3)n2C)cc1
 : 0%, -17%, 9%, -6, -1%, -8%, -3%, 17%, 2%
50) CCOC(=O)[C@H]1[C@H]2COc3ccc(Br)cc3[C@H]2N2C(=O)CN(Cc3ccc(C)cc3)C(=O)[C@@]12C
 : ·, ·, ?, ·, 1%, -12%, ·, -13%, ·

(further entries)
Screens in order: Pol beta inh, Anesthetic bind, Pol iota inh, RXFP1 antagonist, PGK inhibitor, Pol eta inh, BLM helicase inh, Pol kappa inh, APEX1 inh
51) Cc1c(C(=O)N2CCOCC2)sc(NC(=O)c2ccc3c(c2)OCO3)c1C#N
 : 1%, -11%, 10%, 12, -6%[11.5 µM], -3%, -3%, -10%, ?
52) Cc1ccc(S(=O)(=O)Nc2c(C)cc([N+](=O)[O-])cc2C)cc1
 : ·, ·, 10%, 6, 4%, -15%, ·, -10%, ·
53) COCCOC(=O)C1=C(C)NC(=O)NC1c1c(OC)ncnc1OC (stereo not given)
 : 1%, -11%, 7%, -5, -7%, 15%, -3%, -2%, 0%
54) COC(=O)c1sc(-c2ccccc2)cc1NC(=O)C1CC1
 : -17%, -10%, 71%[activator], -7, i, ?, -6%, 0%, ?
55) CCc1ccc(NC(=O)CSc2nc3cc(C(=O)OC)ccc3c(=O)n2CC2CCCO2)cc1 (stereo not given)
 : 21%, -8%, 40%[activator], -13, i, 11%, -1%, -5%, 1%
56) O=C1/C(=C/c2ccncc2)CCC/C1=C\c1ccncc1
 : -2%, -15%, 10µM*, -36, -12%, 45µM*, -18%, -18%, -2%

Assay outcomes as filed in PubChem BioAssay.
